# Bioassay records (PubChem)
# AT treatment = qHTS Assay for Identifying a Potential Treatment of Ataxia-Telangiectasia; hit rate 0.19% among 320,000; Potency, µM (titrated, usually from 57.5 µM), without a hit: at the top dose activation, actives largely listed as activators; […] A-T fibroblasts, KAP-1 phosphorylation AlphaLISA; neocarzinostatin DNA damage 30 min before lysis; note: potency is the fitted concentration of half-maximal effect; % of control where 0% means no effect; nearly all actives have a fitted effect of over 45% in size
#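 ATM-like activity read as KAP-1 phosphorylation via AlphaLISA donor/acceptor antibody pairs after lysis and 6 hr at 25C. Cells were ATM-null patient fibroblasts ([…], hTERT), dosed 60 min, then exposed to the DSB inducer NCS for 30 min.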
# TSG101-PTAP inh = qHTS Assay for Iinhibitors of HIV-1 Budding by Blocking the Interaction of PTAP/TSG101; Tumor susceptibility gene 101 protein (Homo sapiens), Q99816; Fluorescence polarization, FITC-PTAP peptide / Tsg101 binding; Potency, µM (doses to about 115 µM), without a hit: top-dose activity change, negative = inhibition, hits mostly inhibitors; 340,000 tested, under 10 active; AID 493005, 2010; active = well fitted inhibition curve with a large enough effect in the main read-out, with a control signal flat, not every such curve was filed as active; inconclusive = small, poorly fitted or top-dose-only effect, or effect the other way, or a change in a side signal; inactive = no such curve, though single readings can be large or run the other way; note: potency is the fitted concentration of half-maximal effect; % of control where 0% means no effect
#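 Steps: Tsg101 binding domain dispensed (10 uM final), compounds pinned in DMSO, FITC-labeled PTAP-motif peptide added (50 nM final); after 20 min binding at room temperature, polarization measured.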
# TCR act = Activators of T cell receptors: qHTS campaign; primary human leukocytes, anti-CD3, IL-2 HTRF, 48 h; Potency, µM (titrated, usually from 9.22 µM), for the others: at the highest dose activation of IL-2 secretion, usual class: activators; 330,000 tested, under 10 active; AID 504894, 2011; note: % of control where 0% means no effect
#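 IL-2 release read by HTRF sandwich (Eu cryptate donor, d2 acceptor, 665 nm emission) after 48 hr exposure of primary human leukocytes to compound together with anti-CD3 beads in the absence of co-stimulatory signals.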
# Mito fusion yeast = qHTS Assay for Small Molecule Inhibitors of Mitochondrial Division or Activators of Mitochondrial Fusion. AID 485298, 2010. hit rate 0.23% among 320,000. S. cerevisiae fusion-defective mutant growth rescue, CellTiterGlo 48 h. Potency, µM (series often up to 46.1 µM), without a hit: at the top dose growth rescue (activation), hits mostly activators;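 note: potency is the fitted concentration of half-maximal effect; % of control where 0% means no effect; nearly all actives have a fitted effect of over 45% in size; temperature-sensitive fusion mutants such as fzo1-1 at 37 °C on non-fermentable ethanol glycerol medium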
#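 Read-out: ATP-based luminescence (CellTiterGlo, 10 min ambient) reporting growth of fusion-defective ts yeast after 48 hours at 37C on glycerol/ethanol YPEG medium in the presence of compound.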
# a7 integrin act = qHTS for Activators of Integrin-Mediated Alleviation for Muscular Dystrophy; Potency, µM (series often up to 38.3 µM), for the others: at the top dose activation, actives largely listed as activators; alpha7betagal myoblasts, beta-gal FDG fluorescence, 48 h; hit rate 0.064% among 350,000; AID 624291, 2012;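 note: potency is the fitted concentration of half-maximal effect; 100% = response of the positive control SU9516; nearly all actives have a fitted effect of over 60% in size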
#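 alpha7betagal+/- myoblasts (passage 13, 250/well) treated 48 h at 37C with compounds at 1:260 dilution of DMSO stock. Lysed, then beta-galactosidase activity read as FDG fluorescence (ex 480/em 540) after 30 min, with pre-read for autofluorescence.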
# MBNL1-CUG inh = qHTS Assay for Inhibitors of MBNL1-poly(CUG) RNA binding; Muscleblind-like protein 1 (Homo sapiens), Q9NR56; TR-FRET MBNL1-His/biotin-(CUG)12 binding, 665/545 ratio; Potency, µM (doses to about 57.5 µM), for inactives: top-dose activity change, negative = inhibition, actives largely listed as inhibitors; hit rate 0.036% among 280,000; active = well fitted inhibition curve with a large enough effect in the signal ratio, with a control signal flat, not every such curve was filed as active; inconclusive = small, poorly fitted or top-dose-only effect, or effect the other way, or a change in a side signal; inactive = no such curve, though single readings can be large or run the other way; the % refers to the signal ratio; note: potency is the fitted concentration of half-maximal effect; % is set by controls: 0 for no effect and ±100 for the full control effect
# Target sequence (Q9NR56 whole entry, looked up): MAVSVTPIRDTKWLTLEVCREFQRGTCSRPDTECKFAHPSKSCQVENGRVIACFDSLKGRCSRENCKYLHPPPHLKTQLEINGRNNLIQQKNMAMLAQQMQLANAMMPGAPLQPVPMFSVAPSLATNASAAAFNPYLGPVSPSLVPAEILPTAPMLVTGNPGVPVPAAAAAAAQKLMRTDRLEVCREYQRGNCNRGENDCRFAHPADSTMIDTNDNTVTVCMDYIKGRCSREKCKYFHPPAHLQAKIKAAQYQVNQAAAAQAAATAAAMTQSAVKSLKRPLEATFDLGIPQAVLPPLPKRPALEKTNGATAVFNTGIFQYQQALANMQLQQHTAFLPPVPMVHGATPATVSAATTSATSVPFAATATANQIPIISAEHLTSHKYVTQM
#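 Compounds (final 92 nM to 58 uM) are added to His-tagged MBNL1 and biotin-(CUG)12, then terbium anti-His antibody and streptavidin-XL665 (5 nM final). After 60 min at room temperature, the 665/545 nm ratio is read.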
# TSHR antagonist = Antagonists of the Thyroid Stimulating Hormone Receptor: HTS campaign | Thyrotropin receptor (Homo sapiens), P16473 | TSHR-expressing cells, TSH-stimulated cAMP HTRF, 2 h; hits give low values | activity change, negative = inhibition, % at 11.5 µM | hit rate 0.2% among 330,000 | AID 504810, 2011;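 active = activity change below a set negative limit, meaning inhibition stronger than a set level, cut at about -70% in these data; inconclusive = activity change between two set negative limits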; note: % is set by controls: 0 for no effect and ±100 for the full control effect
#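 Freshly harvested TSHR cells receive pin-tooled compound, then EC80 TSH at 4nM final. After 2 hours at 37 deg C, antibody in lysis buffer and cAMP-d2 are added; 30 minutes at ambient temperature precede the HTRF read.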
# Menin MLL FP TR = qHTS Assay for Inhibitors Targeting the Menin-MLL Interaction in MLL Related Leukemias: Competition With Texas Red Labeled MLL-derived Mutant Peptide; hit rate 0.23% among 270,000; Potency, µM (highest dose often 61.6 µM), for the others: at the highest dose FP activity change, negative = inhibition, most hits filed as inhibitors; Menin + Texas Red MLL mutant peptide, fluorescence polarization; O00255; active = well fitted inhibition curve with a large enough effect in the polarisation, with a control signal flat, not every such curve was filed as active; inconclusive = small, poorly fitted or top-dose-only effect, or effect the other way, or a change in a side signal; inactive = no such curve, though single readings can be large or run the other way; the % refers to the polarisation; note: potency is the fitted concentration of half-maximal effect; % of control where 0% means no effect; many of its hits are not listed in these tables
# MLL CXXC-DNA inh = qHTS Fluorescence Polarization Assay for Inhibitors of MLL CXXC domain - DNA interaction; Potency, µM (highest dose often 115 µM), for the others: at the top dose activity change, negative = inhibition, actives largely listed as inhibitors; hit rate 0.037% among 290,000; Histone-lysine N-methyltransferase 2A (Homo sapiens), Q03164; MLL-CXXC / FITC-HOXA9 DNA fluorescence polarization; active = well fitted inhibition curve with a large enough effect in the polarisation, with a control signal flat, not every such curve was filed as active; inconclusive = small, poorly fitted or top-dose-only effect, or effect the other way, or a change in a side signal; inactive = no such curve, though single readings can be large or run the other way; the % refers to the polarisation; note: potency is the fitted concentration of half-maximal effect
#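 Purified MLL-CXXC (added from a 7 uM solution) was preincubated 5 min at ambient with pinned compounds in 50 mM Tris-HCl pH 7.5, 50 mM NaCl, 1 mM DTT, 0.05% BSA. Fluorescein-labeled HOX-A9 DNA (50 nM solution) followed, 30 min, then polarization read.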
# ASM inhibitor = Inhibitors of Secretory Acid Sphingomyelinase (S-ASM): qHTS; Sphingomyelin phosphodiesterase (Homo sapiens), P17405; placental ASM, HMU-PC fluorogenic substrate, 60 min; Potency, µM (doses to about 57.5 µM), without a hit: top-dose activity change, negative = inhibition, actives largely listed as inhibitors; hit rate 0.006% among 340,000; AID 504937, 2011; note: potency is the fitted concentration of half-maximal effect
# Target sequence (P17405 47-631 limits assumed): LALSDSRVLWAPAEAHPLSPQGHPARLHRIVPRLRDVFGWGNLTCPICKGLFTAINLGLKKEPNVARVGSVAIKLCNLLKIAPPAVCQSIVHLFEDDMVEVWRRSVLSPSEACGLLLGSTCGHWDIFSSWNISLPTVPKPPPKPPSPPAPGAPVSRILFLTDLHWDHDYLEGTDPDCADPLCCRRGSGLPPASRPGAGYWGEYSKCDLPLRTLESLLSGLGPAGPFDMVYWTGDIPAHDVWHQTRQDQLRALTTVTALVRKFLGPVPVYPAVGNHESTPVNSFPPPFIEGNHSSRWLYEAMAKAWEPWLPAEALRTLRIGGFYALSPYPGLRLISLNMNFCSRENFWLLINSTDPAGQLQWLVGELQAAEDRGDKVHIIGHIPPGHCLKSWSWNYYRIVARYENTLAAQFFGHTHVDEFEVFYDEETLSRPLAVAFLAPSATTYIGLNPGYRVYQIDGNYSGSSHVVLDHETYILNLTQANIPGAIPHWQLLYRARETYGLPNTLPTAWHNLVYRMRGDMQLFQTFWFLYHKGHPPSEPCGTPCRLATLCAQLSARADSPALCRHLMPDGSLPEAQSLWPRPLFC
#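 Human placenta-derived ASM preincubated with compound 10 min at room temperature, then reacted with 9 uM (final) fluorogenic HMU-PC substrate for 60 min at 37 C. Stop solution raises pH to 10; fluorescence read at Ex 386/Em 447 nm.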
# * hit, by the source's call; ? = inconclusive; · = not tested or not shown; & = joins results of further samples; [ ] = another dose, or the depositor's remark. Unless noted, calls come from the whole dose curve; as a rule, active = well fitted curve in the direction sought with a large enough effect; inconclusive = small, poorly fitted or top-dose-only effect, or another doubt; inactive = no such curve, though single readings can be large; an effect the other way counts as inactive or inconclusive. This is a subset; the hit share may differ from the screen's.
SMILES,AT treatment,TSG101-PTAP inh,TCR act,Mito fusion yeast,a7 integrin act,MBNL1-CUG inh,TSHR antagonist,Menin MLL FP TR,MLL CXXC-DNA inh,ASM inhibitor
CCOc1ccc2nc(C)cc(Nc3cccc([N+](=O)[O-])c3)c2c1,3%,4%,-4%[46.1 µM],-4%,-48%[inhibitor],-1%,-12,-11%,?,-8%
CCN(CC)CCNC(=O)c1cc2c(=O)n(C)c3ccccc3c2n1C,-2%,-9%,4%,2%,7%,-14%,-10,7%,8%,1%
N/C(=N\OC(=O)c1ccc2c(c1)OCO2)c1ccc([N+](=O)[O-])cc1,11%,-11%,-5%,0%,-25%,5%,-8,19%,-2%,4%
CS(=O)(=O)N(CC(=O)NCC1CCCO1)c1ccc(Cl)c(Cl)c1 (stereo not drawn),·,-1%,-4%,2%,0%,9%,1,-6%,-7%,0%
COC(=O)c1sccc1-c1ccc(C(=O)Nc2cccnc2)o1,-3%,-3%,5%,0%,26%,?,6,-5%,1%,6%
COc1cc(C2SCC(=O)N2CCN2CCCCC2)ccc1O (stereo not drawn),3%,-1%,0%,-9%,16%,-12%,-4,4%,-2%,-1%
CC1=C(c2ccccc2)C(=S)NC(C)(C)C1,-18%,-2%,-29%,-6%,-9%,0%,-7,·,-7%,-1%
CC(C)Cc1cc(C(=O)NCc2cccnc2)no1,-12%,-4%,2%,1%,-6%,1%,1,-8%,3%,7%
Cc1ccc(SCc2c(C(=O)N/N=C/c3ccc4c(c3)OCO4)nnn2-c2nonc2N)cc1,-9%,-1%,-9%,-5%,15%,19%,18,?,18%,9%
Cc1sc(=NC(=O)c2ccco2)n(C)c1-c1ccc(F)cc1,-9%,-12%,3%,2%,10%,-2%,-20,?,-6%,15%
COC(=O)c1cc(NC(=O)/C=C/c2ccc3c(c2)OCO3)cc(C(=O)OC)c1,-4%,-6%,-1%,3%,-16%,0%,0,?,20%,58%
COc1ccccc1NC(=S)NCCc1ccc(OC)c(OC)c1,-8%,1%,1%,-19%,-11%,-9%,-7,10%,13%,0%
CCCC1CCC(=NNC(=S)NCCc2ccccc2)CC1 (stereo not drawn),-4%,1%,2%,-2%,-36%,0%,4,-2%,3%,0%
Cc1ccc(S(=O)(=O)N2CCN(C(=O)c3n[nH]c(=O)c4ccccc34)CC2)cc1,-1%,1%,-8%,1%,?,-3%,34,-11%,5%,-21%
Cc1ccc(NC(=O)COc2ccccc2C(=O)NCc2ccccc2)cc1,8%,1%,-1%,?,-28%,·,13,·,·,-5%
Fc1cc2ncn(Cc3ccccc3)c2cc1F,8%,-3%,3%,-14%,-22%,-6%,-11,7%,-3%,-3%
O=S(=O)(c1cccs1)N1CN(C2CCCC2)c2nc3ccccc3nc21,4%,0%,-1%,10%,14%,8%,-4,·,-7%,5%
COc1ccc(NC(=O)N(C)C[C@H]2Oc3ccc(NC(=O)C4CC4)cc3CC(=O)N([C@@H](C)CO)C[C@@H]2C)cc1,8%,-4%,-1%,·,40%,·,5,·,·,-5%
COc1ccc(CCNC(=O)C(=O)NCC2CCCN2S(=O)(=O)c2ccccc2)cc1 (stereo not drawn),15%,-4%,-5%,11%,4%,·,2,·,·,15%
C[C@H](CO)N1C[C@H](C)[C@@H](CN(C)C(=O)NC2CCCCC2)Oc2ccc(NC(=O)C3CCCCC3)cc2C1=O,7%,-6%,3%,·,-15%,·,10,·,·,-4%
O=S(=O)(c1cccs1)N1CN(CC2CCCO2)c2nc3ccccc3nc21 (stereo not drawn),0%,1%,-4%,4%,-18%,?,0,-2%,0%,1%
COc1ccccc1N(CC(=O)NCCSCc1cccc(Cl)c1)S(C)(=O)=O,5%,-5%,10%,-4%,16%,-7%,4,-25%,24%,1%
CCOC(=O)Cc1csc(N/C(=N/S(=O)(=O)c2ccc(Cl)cc2)c2ccccc2)n1,·,-3%,10%[46.1 µM],-11%,22%,11%,6,7%,-15%,-1%
CCCn1c(SCC(=O)NCc2ccc(OC)cc2)n[nH]c1=O,1%,-3%,1%,4%,-21%,0%,-4,9%,-21%,4%
O=C(COc1ccc(/C=N/NC(=O)c2cccnc2)cc1)Nc1ccccc1,-4%,2%,·,1%,-11%,3%,30,·,36%[activator],-1%
O=C(NC1CCN(Cc2ccc3ccccc3c2)CC1)c1ccccc1,-9%,0%,2%,-7%,15%,12%,-3,-3%,15%,2%
CCN(CC)CCNC(CC(=O)Nc1ccc(Cl)cc1Cl)C(=O)O (stereo not drawn),·,-2%,5%[46.1 µM],-1%,-16%,2%,4,16%,14%,4%
CC(C(=O)O)c1ccc(N2Cc3ccccc3C2=O)cc1 (stereo not drawn),-15%,0%,0%,-2%,·,2%,-8,-7%&0%,0%&13%,0%
Cc1ccc(S(=O)(=O)n2c(CN3CCCC(C)C3)nc3ccccc32)cc1 (stereo not drawn),10%,1%,·,-2%,-3%,8%,-18,0%,8%,5%
COc1ccccc1NNC(=O)c1cc(C(C)(C)C)nn1Cc1ccccc1,0%,0%,-10%,9%,12%,·,-6,·,1%,-2%
CC(=O)/C(=C\N(C)C)Sc1ccc(Cl)cc1,16%,20%,10%,-4%,-6%,·,20,·,0%,5%
CN(C)CCNC(=O)NC(=O)c1ccc(Cl)cc1,22%,-1%,1%[46.1 µM],-4%,-1%,-15%,8,4%,7%,-1%
CC(C)CC(O)(c1ccccc1)C(CN1CCOCC1)c1ccccc1 (stereo not drawn),17%,-5%,3%,-4%,-19%,0%,-5,?,13%,5%
CC(C)c1ccc(NC(=O)NC2CCCCC2)cc1,·,-13%,4%,6%,-18%[7.66 µM],-12%,·,10%,10%,-2%
CN(C(=O)CN1C(=O)/C(=C/c2ccccc2F)SC1=S)C1CCS(=O)(=O)C1 (stereo not drawn),2%,0%,-5%,-5%,-17%,-1%,-33,-12%,0%,-11%
O=C(Nc1c2c(nn1-c1ccc(F)cc1)CS(=O)C2)c1ccc(S(=O)(=O)N2CCOCC2)cc1 (stereo not drawn),3%,-4%,·,-1%,10%,-2%,3,3%,-2%,1%
COc1ccc2c(c1)NC(=O)CC(c1ccccc1)=N2,·,-3%,-19%,-4%,6%,?,·,-4%,-6%,1%
CC(=O)Nc1sc(N/N=C/c2ccc(C)cc2)nc1-c1ccc(C)cc1,-31%,1%,5%,-4%,-36%,6%,-3,·,-8%,-1%
CC(C)c1ccc(NC(=O)c2ccc(Br)o2)cc1,·,0%,2%[46.1 µM],19%,0%,25%,-9,8%,-1%,-9%
COc1ccccc1C(=O)OCCCN=C1NS(=O)(=O)c2ccccc21,4%,2%,-1%,1%,-7%,-1%,-11,-2%,-2%,0%
CCOC(=O)C1=CN(Cc2ccco2)S(=O)(=O)N(CC)C1c1cccc(OC)c1 (stereo not drawn),7%,-5%,-4%[46.1 µM],·,-3%,·,41,·,·,-6%
COc1ccc(CCC(C)NCc2ccc(F)cc2)cc1 (stereo not drawn),25%,-5%,·,-5%,-4%,-3%,13,-9%,3%,0%
Cc1cccc(C(=O)NNC(=O)c2ccc(F)cc2)c1,-6%,0%,-3%[46.1 µM],0%,-13%,-2%,8,23%,1%,0%
Cc1cc(C)cc(NC(=O)CSc2nnc(C3CC3)n2CC2CCCO2)c1 (stereo not drawn),-1%,-1%,-3%,-4%,1%,3%,-8,-10%,4%,-1%
Cc1cccc(N(CC(=O)NC2CCCC2)C(=O)CCC(=O)Nc2nc(C)cs2)c1,-4%,0%,7%,1%,13%,7%,-1,-11%,6%,0%
Cc1cc(NC(=O)CCS(=O)(=O)c2nc(-c3ccccc3)cc(C(F)(F)F)n2)no1,-2%,-4%,-4%,3%,-67%[inhibitor],-5%,?,-21%,12%,-3%
